Assay outcomes as filed in PubChem.
NPY-Y1 antag: NPY-Y1 receptor antagonists, primary screen, cell-based; HEK293-CNG Y1 cells, membrane potential fluorescence; NPY at EC95, then isoproterenol; inhibition, % at 3.6 µM; 200,000 tested, 1% active;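 active = inhibition above the campaign mean inhibition of all tested compounds plus 3 SD, cut at about 20% in these data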;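 note: 0% = DMSO wells given NPY plus isoproterenol and 100% = isoproterenol alone without NPY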
Target sequence (P25929 whole entry, looked up): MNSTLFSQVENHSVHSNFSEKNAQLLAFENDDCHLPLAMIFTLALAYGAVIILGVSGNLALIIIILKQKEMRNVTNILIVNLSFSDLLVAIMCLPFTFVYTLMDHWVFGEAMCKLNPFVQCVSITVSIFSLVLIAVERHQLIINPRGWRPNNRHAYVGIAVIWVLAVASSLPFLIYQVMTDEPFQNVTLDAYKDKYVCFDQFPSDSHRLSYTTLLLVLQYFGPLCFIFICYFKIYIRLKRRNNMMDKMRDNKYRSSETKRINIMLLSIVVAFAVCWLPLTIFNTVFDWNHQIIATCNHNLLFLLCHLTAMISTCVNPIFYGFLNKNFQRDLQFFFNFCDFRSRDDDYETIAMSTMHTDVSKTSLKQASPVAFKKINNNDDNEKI
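Material: HEK293 cells co-expressing NPY Y1 receptor and cyclic-nucleotide gated channel. Timing: compound incubation 1 h at room temperature, readout 45 min post-stimulation. Signal: fluorescence, membrane potential probe.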
PGE2 EP2 inh: human EP2 receptor antagonists, primary screen, TR-FRET cAMP, C6 glioma cells; inhibition, % at 25 µM; 260,000 tested, 0.52% active; C6 glioma cells expressing human EP2; cells stimulated with saturating PGE2; AID 1422, 2008;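 active = percent inhibition above 40 after rounding to a whole number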;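 note: rat C6 glioma host cells with rolipram phosphodiesterase inhibitor present; the protocol text gives 20 µM as final concentration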
TRPN1 ag: zebrafish TRPN1 channel agonists, primary screen, cell-based, HEK293, calcium fluorescence; transient receptor potential cation channel N1 (TRPN1/NompC), Danio rerio; HEK293 zebrafish TRPN1-YFP, Fluo-8 calcium fluorescence; 100% = response to 87 µM carbachol; activation, % at 3 µM; 220,000 tested, 0.18% active;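 active = activation above its plate's cutoff, the mean activation of test wells on that plate plus 3 SD, cut at about 19% in these data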;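 note: 0% = DMSO alone and 100% = 87 µM carbachol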
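System: zebrafish TRPN1-YFP in HEK293 cells / Dosing: 3 µM single point / Timing: dye loading 1 h at 37 °C, then 30 min room temperature / Signal: Fluo-8 calcium fluorescence, excitation 470-495 nm, emission 515-575 nm / Read-out basis: percent activation from peak over basal fluorescence ratio, control-normalized / Control set: high carbachol 87 µM, low DMSO alone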
TRPML3 agonist: human TRPML3 channel agonists, primary screen, cell-based, HEK293 TRPML3-YFP, Fluo-8 calcium fluorescence, 3 µM | 220,000 tested, 0.29% active | Mucolipin-3 (Homo sapiens), Q8TDD5 | 100% = the carbachol control signal | AID 1448, 2008 | activation, % at 3 µM;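 active = activation above its plate's cutoff, the mean activation of the plate's test wells plus 3 SD, cut at about 12% in these data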;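 note: 0% = DMSO only wells and 100% = carbachol wells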
Target sequence (Q8TDD5 whole entry, looked up): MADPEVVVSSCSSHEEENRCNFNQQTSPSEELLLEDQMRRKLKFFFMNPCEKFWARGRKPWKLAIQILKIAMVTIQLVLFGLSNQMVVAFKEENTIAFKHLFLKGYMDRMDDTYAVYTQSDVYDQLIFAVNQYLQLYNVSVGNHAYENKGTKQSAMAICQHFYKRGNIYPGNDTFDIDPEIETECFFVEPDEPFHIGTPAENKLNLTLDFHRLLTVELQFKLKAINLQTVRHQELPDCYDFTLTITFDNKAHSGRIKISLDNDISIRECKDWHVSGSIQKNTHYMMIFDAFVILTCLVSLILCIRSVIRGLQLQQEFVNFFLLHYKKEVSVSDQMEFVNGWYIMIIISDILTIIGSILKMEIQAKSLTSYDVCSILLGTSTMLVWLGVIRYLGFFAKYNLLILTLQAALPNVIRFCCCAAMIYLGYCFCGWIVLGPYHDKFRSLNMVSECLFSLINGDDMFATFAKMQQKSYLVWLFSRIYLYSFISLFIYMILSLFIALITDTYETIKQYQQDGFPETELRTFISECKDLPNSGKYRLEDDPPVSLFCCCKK
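Test system: HEK293 cells stably carrying human TRPML3-YFP; Doses: single dose, 3 µM final nominal compound, 0.3% DMSO final; Schedule: dye loading 1 h 37 °C then 30 min ambient, 125 s read; Technique: Fluo-8 calcium fluorescence; Benchmarks: high control carbachol 87 µM, low control DMSO.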
14-3-3 Bad inh: inhibitors of 14-3-3 zeta/Bad binding, primary screen, biochemical, TR-FRET, bovine 14-3-3 zeta | 220,000 tested, 0.71% active | AID 781, 2007 | inhibition, % at 21.7 µM | TR-FRET 14-3-3zeta/Dy647-pBad peptide displacement, 1 h | 14-3-3 protein zeta/delta (Bos taurus), P63103;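 active = inhibition above about 70%, limit read from the data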;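 note: 0% = full 14-3-3 plus peptide FRET controls and 100% = background without 14-3-3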
CHOP inhibitor: inhibitors of CHOP promoter induction, primary screen, cell-based, unfolded protein response, luciferase reporter | 220,000 tested, 3.8% active | inhibition, % at 10 µM | CHO-K1 CHOP-promoter luciferase, tunicamycin-induced, 15-18 h;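 active = compounds that reduced the stress-induced luciferase reporter signal by more than about 70% of percent inhibition, limit read from the data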;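 note: 0% = tunicamycin plus vehicle and 100% = wells without tunicamycin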
EP2 mod: EP2 receptor modulators, cAMP readout, primary screen, cell-based, HTRF cAMP, PGE2 stimulation; EP2-expressing cells, cAMP HTRF FRET, PGE2 co-stimulation; induction, % at 25 µM; 260,000 tested, 0.83% active;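 active = compounds whose cAMP rise, as percent of the full-agonist control response, exceeds 60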;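 note: rat C6 glioma line stably carrying human EP2 under a CMV promoter; the protocol text gives 20 µM as final concentration; 100% = response of wells given 1 µM PGE2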
PPC-1+TRAIL kill: compounds killing PPC-1 cancer cells with TRAIL present, primary screen, TRAIL potentiator project, ATPLite luminescence, uHTS | PPC-1 cells + TRAIL, ATPLite viability luminescence | cell killing (% activity), % at 4 µM | 220,000 tested, 0.41% active;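 active = cell killing above 50% in the first pass at 4 µM, then a duplicate retest at 5 µM averaging 50% or more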;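 note: plate controls were cells with TRAIL plus DMSO for no effect and medium-only wells lacking cells for full effect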
NPY1 pot ag: NPY-Y1 receptor potentiators or agonists, primary screen, cell-based | NPY-Y1 expressing cells, potentiator/agonist activation | activation, % at 3.6 µM | 220,000 tested, 0.37% active | AID 1304, 2008; in the data active = activation above about 33%, passing the limit was not always enough;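 note: cells stimulated with NPY at EC10 then isoproterenol at EC100; 0% = low agonist plus stimulus and 100% = saturating agonist plus stimulus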
Numbers without * were called inactive; nt = no result given; & = joins results of further samples; [ ] = dose if it differs, or a comment. Some of the compounds tested; count on the stated rates, not on these rows.

SMILES	NPY-Y1 antag	PGE2 EP2 inh	TRPN1 ag	TRPML3 agonist	14-3-3 Bad inh	CHOP inhibitor	EP2 mod	PPC-1+TRAIL kill	NPY1 pot ag
c1ccc(-c2ccc(-c3[nH]ncc3CN3CCC(N4CCSCC4)CC3)cc2)cc1	11	10	0.6	1.1	-2	10	-73	10	-10
O=C1Nc2ccc([N+](=O)[O-])cc2OC1CCN1CCCC1 (centres undefined)	-4	4	1.2	-0.2	10	3	-8	31	-13
O=C(C1CCCN(Cc2cccs2)C1)N1CCCCCC1 (centres undefined)	-1	5	1.3	0.7	18	-17	3	-10	5
CN1c2ccccc2C2(C)CCCC3=Cc4cccc([N+](=O)[O-])c4OC312 (centres undefined)	10	4	-0.8	0.0	9	-13	15	28	-2
CSC1=C(C#N)C(c2ccccc2Cl)C2=C(N1)c1ccccc1C2=O (centres undefined)	0	15	-1.7	0.5	6[fluorescence artefact?]	23	29	3	16
O=C(O)CN(c1ccccc1[N+](=O)[O-])S(=O)(=O)c1ccccc1	-2	9	3.3	1.2	-14	-7	15	-11	11
C=CCN=C(NC#N)SCCc1ccccc1	-2	9	-1.7	-0.1	-1	-10	6	11	21
Cc1ccc(NC(=O)CN2C(=O)N/C(=C\c3cccn3-c3cccc(C(=O)O)c3)C2=O)cc1	2	7	2.1	-0.9	69	14	28	19	-7
CC(C)CC(=O)Nc1cccc(C(C)O)c1 (centres undefined)	0	6	0.2	0.6	9	0	0	20	13
CCC(C)(C(=O)NC1CCCCC1)N(C)C(=O)c1ccc2c(c1)OCO2 (centres undefined)	5	6	0.4	0.2	10	2	11	13	-4
COc1cc(NC(=O)CSc2nncn2C)c(C)cc1[N+](=O)[O-]	-4	8	1.5	0.9	-8	14	-11	25	2
Cn1c(CNS(=O)(=O)c2ccc(F)cc2)n[nH]c1=S	0	11	0.4	0.4	-1	-8	11	7	-3
O=C(Nc1ncc(Cc2ccccc2)s1)C1COc2ccccc2O1 (centres undefined)	-3	8&6	-0.1	0.7	-6	22	16&-4	15	13
O=C(NC(=S)NCc1cccnc1)c1cc2ccccc2o1	3	6	0.5	-0.1	-3	-2	-32	6	8
CC(=O)N1CCN(Cc2nc3cc(NC(=O)c4ccc(F)cc4)ccc3n2C)CC1	0	7	-0.8	0.2	1	-14	-35	25	-8
COc1ccc(OCC(=O)Nc2ccc3c(c2)nc(CN2CCCC2)n3C)cc1	2	16	2.4	1.0	5	69	6	48	-18
O=C(/C=C/c1ccc([N+](=O)[O-])cc1)OCC(=O)N1c2ccccc2Sc2ccccc21	0	15	0.8	1.0	-2[fluorescence artefact?]	-26	-85	10	-8
COc1ccc(C(=O)N2CCC(C(=O)Nc3ccccc3C)CC2)cc1OC	-1	11	0.9	0.8	5	-6	30	5	20
COc1ccc(C(=O)Nc2cc(C(C)=O)c(C)oc2=O)cc1	-2	0	0.8	0.5	0	-2	15	9	-1
Cc1ccc(/C=N/NC(=O)c2cc3c(ccc4ccccc43)o2)cc1[N+](=O)[O-]	3	nt	-0.5	0.0	67[fluorescence artefact?]	-45	4	14	-23
O=C1CCC(C(=O)O)(c2ccccc2)C1 (centres undefined)	-2	12	1.6	1.2	5	24	23	2	-8
Clc1ccc(-c2nc(/C=N/N3CCOCC3)c3ccccn23)cc1	4	4	-2.8	0.2	-5	52	7	6	-2
O=c1/c(=C\c2cccnc2)sc2nc3ccccc3n12	-1	4	0.0	1.1	1	1	7	26	-2
Cc1ccc(/C=C/c2ccc(=O)n(Cc3ccccc3Cl)n2)cc1	1	14	0.3	-0.1	-3	-10	-20	6	-2
Clc1ccc(Cn2cnc3ccccc32)cc1	-1	3	5.6	1.7	-15	13	-33	-7	-13
Cc1nn(C)cc1C1Nc2ccccc2C(=O)N1O (centres undefined)	7	13	-1.3	0.8	-2	10	7	15	-4
c1ccc(-n2ncc(-c3nn[nH]n3)n2)cc1	11	9	0.2	0.7	23[fluorescence artefact?]	-2	28	9	-35
O=C(CSC1=NCCS1)Nc1ccc2ccccc2c1	2	3	-0.8	0.1	-8	-8	-41	10	-4
COc1ccc(/C=N/NC(=O)CC2N=C(Cc3ccccc3)NNC2=O)cc1OC (centres undefined)	11	5	1.6	0.4	-11[fluorescence artefact?]	-43	11	20	-1
CC(=O)Cn1ncc(N2CCOCC2)c(Br)c1=O	-2	10	-0.7	0.0	-1	-2	-9	11	-12
O=C(O)CC(NC(=O)C1CCCCC1)c1cc([N+](=O)[O-])ccc1Cl (centres undefined)	4	4	0.7	0.1	1	6	-4	14	-2
COc1ccc(O[C@H]2C=C[C@@H](c3ccccc3)O[C@@H]2COC(=O)CCC(C)=NO[C@@H]2O[C@H](COC(C)=O)[C@@H](OC(C)=O)[C@H](OC(C)=O)[C@H]2OC(C)=O)cc1	-5	4	0.2	0.5	3	-4	-7	11	-10
CCS(=O)(=O)c1ccc(O)c(NC(=O)NC2CCCCC2)c1	nt	3	1.5	0.7	-4	10	35	-2	11
Cc1ccc(-n2c(Cc3cccn3C)nnc2SCC(=O)N2CCN(c3ccccc3)CC2)cc1	-2	0	0.7	-0.2	0	6	-11	17	0
CO/N=C/NC(=O)c1c(OC)ccnc1Oc1cccc(C(F)(F)F)c1	0	-2	-0.4	0.0	-22	-2	15	10	2
CSCCC(NC(=O)/C(=C/c1ccc(F)cc1)NC(C)=O)C(=O)O (centres undefined)	-2	11	-1.0	1.0	-6	-7	9	23	8
Cc1cccc(OCC(O)CN2CCN(CCN3C(=O)c4cccc5cccc(c45)C3=O)CC2)c1C (centres undefined)	-4	13	-1.7	0.7	-17	9	-47	8	38*
Cc1c(-c2ccccc2)c(P(=O)(N2CCOCC2)N2CCOCC2)c2ccccn12	2	16	-0.6	-0.9	-8[fluorescence artefact?]	-12	17	1	1
CC(C)NC(=O)c1cc2nc(-c3ccco3)cc(C(F)(F)F)n2n1	4	5	1.6	0.8	-13	12	60	4	35
Cc1ccc2[nH]c(C)c(/C=N/Nc3nc4ccccc4s3)c2c1	-12	5	0.9	0.4	-13	78*	-38	-2	30
Cc1sc2nc(NCCO)[nH]c(=O)c2c1C	-4	11	1.3	0.5	7	13	-16	9	4
CC1(NC(=O)C23CC4CC(CC(C4)C2)C3)CCS(=O)(=O)C1 (centres undefined)	8	12	1.6	1.1	8	18	20	1	15
CCOC(=O)c1sc(NC(=O)CSc2nnnn2-c2ccc(C)cc2C)nc1C	3	13	-0.2	1.0	8	100*	-1&-120	5	9
COc1cc(/C=N/NC(=S)NCC2CCCO2)cc(OC)c1OC (centres undefined)	nt	11	-0.4	0.3	-1	-28	-22	10	18
Cn1c(C2=C(O)CN(c3ccc4c(c3)OCCO4)C2=N)nc2ccccc21	1	14	0.6	0.2	9	-17	-2	9	8

Single records, as listed above. Screens in order: NPY-Y1 antag, PGE2 EP2 inh, TRPN1 ag, TRPML3 agonist, 14-3-3 Bad inh, CHOP inhibitor, EP2 mod, PPC-1+TRAIL kill, NPY1 pot ag
`CCS(=O)(=O)c1ccc(O)c(NC(=O)NC2CCCCC2)c1` is listed as nt, 3, 1.5, 0.7, -4, 10, 35, -2, 11
`CC1(NC(=O)C23CC4CC(CC(C4)C2)C3)CCS(=O)(=O)C1` (centres undefined) is listed as 8, 12, 1.6, 1.1, 8, 18, 20, 1, 15
`Cc1sc2nc(NCCO)[nH]c(=O)c2c1C` is listed as -4, 11, 1.3, 0.5, 7, 13, -16, 9, 4

(continued)
SMILES	NPY-Y1 antag	PGE2 EP2 inh	TRPN1 ag	TRPML3 agonist	14-3-3 Bad inh	CHOP inhibitor	EP2 mod	PPC-1+TRAIL kill	NPY1 pot ag
O=C(N/N=C/c1ccncc1)c1cc([N+](=O)[O-])cc([N+](=O)[O-])c1O	5	nt	0.8	0.1	89*	-14	-28	16	18
Cc1ccc(NC(=O)NC(=O)CN2C(=O)NC3(CCc4ccccc43)C2=O)c(C)c1 (centres undefined)	9	3	0.2	0.0	-2	15	0	19	-15
Cc1snc(SCC(=O)c2ccc(Cl)cc2)c1C#N	1	4	-1.4	-1.1	0	20	29	-17	-18
CC(OC(=O)CCCN1C(=O)c2ccccc2C1=O)C(=O)Nc1ncc(Cl)cc1Cl (centres undefined)	4	7	0.9	0.2	-9	6	20	-7	19
CCOc1cc(CNc2ccc(N3CCN(C(C)=O)CC3)cc2)cc(Br)c1OC	0	10	0.5	0.7	-14	28	10	12	4
C/C(O)=C(/C#N)c1nc2ccccc2[nH]1	-8	18	0.2	0.4	-11	7	4	4	-1
CC1CCN(C(=O)CSc2nc3ccccc3s2)CC1	11	nt	-1.2	-0.1	5	-18	-33	1	-16
COc1ccc(NC(=O)CN(C)C2CCCCC2)cc1Cl	nt	0	-0.5	-0.9	0	-1	-28	-2	17
O=C(NN1C(=O)c2ccccc2NC12CCCCC2)c1ccccc1	2	10	0.7	0.9	43	-16	-6	nt	-2
CSC1=N/C(=C\c2ccc(C)cc2)C(=O)S1	-1	9	0.3	0.4	1	68	-47	13	4
CCN(CC(=O)Nc1ccc(N2CCOCC2)cc1)C(=O)c1ccc(C(F)(F)F)cc1	4	7	0.1	0.8	-7	12	4	-10	2
Nc1nc(SCn2nnc3ccccc3c2=O)n[nH]1	-1	3	0.9	0.7	1	-9	3	-2	20
CCC(c1nnnn1Cc1ccco1)N1CCC(C(N)=O)CC1 (centres undefined)	-4	nt	1.4	1.1	57	-16	9	-2	-4
COc1cccc(C2c3[nH]c4ccccc4c3CCN2Cc2cccc(C)n2)c1 (centres undefined)	-4	4	0.5	-0.4	-4	8	40	-2	-4
COC(=O)C(CC(=O)Nc1cc(C)ccc1C)Nc1ccccc1OC (centres undefined)	1	7	0.8	-0.2	1[fluorescence artefact?]	-1	-19	6	-14
COc1ccc(Cn2nnnc2C(c2ccccc2OC)N2CCC(C(N)=O)CC2)cc1 (centres undefined)	-2	14	0.5	0.6	2[fluorescence artefact?]	12	15	-5	4
Nc1ccccc1SC1CC(=O)N(c2ccc3c(c2)OCCO3)C1=O (centres undefined)	nt	8	4.7	2.0	-3	0	-44	13	-11
O=C(Cc1ccc(-n2cccc2)cc1)NC1CCCCC1	2	9	11	-0.8	-9	22	-20	10	20
